Bioassay records deposited in PubChem BioAssay by Sanford-Burnham Center for Chemical Genomics.
SENP8 block-1: blocks human SENP8 cleavage of Nedd8 substrate; recombinant SENP8, Nedd8 substrate fluorescence; AID 602440; 360,000 compounds, 0.64% hits; inhibition, % at 20 µM; in the data active = inhibition mostly above about 40%, no sharp cut-off; inactive = mostly below about 27%
PfG6PD inh: PfG6PD (Plasmodium falciparum) enzyme inhibition | PfGluPho enzyme, NADPH resazurin-diaphorase fluorescence | 350,000 compounds, 0.78% hits | inhibition, % at 20 µM;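 active = inhibition reaching at least a set limit at 20 µM in the primary screen, cut at about 59% in these data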;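 note: 0% = DMSO wells with substrate and 100% = DMSO wells lacking glucose-6-phosphate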
MIN6 prolif: inducers of beta-cell replication in MIN6 cells; MIN6 cells proliferation, ATPlite luminescence, 48 h; cells starved in 0.2% serum; 100% = growth in 10% serum; proliferation, % at 10 µM; 330,000 compounds, 0.29% hits;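 active = compounds whose signal lies at least 3.5 SD above the mean of all wells on their plate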;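 note: 0% = DMSO-treated cells in low-serum medium and 100% = 10% serum control; some compounds called inactive have numbers as strong as hits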
SENP8 block-2: blocks the human protease SENP8. inhibition, % at 10 µM. purified SENP8, Z-RLRGG-aminoluciferin cleavage, luminescence. AID 2540. 330,000 compounds, 1.2% hits; in the data active = inhibition above about 50%
SENP6 inh: inhibitors of human SENP6 protease. inhibition, % at 10 µM. 330,000 compounds, 1.8% hits. Recombinant SENP6 catalytic domain, aminoluciferin luminescence. Q9GZR1;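 active = inhibition above about 50% at the single tested dose, limit read from the data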;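 note: plate controls were DMSO wells with enzyme for no effect and DMSO wells lacking enzyme for full effect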
SENP7 block: blocks the human protease SENP7; Q9BQF6; recombinant SENP7, Z-RLRGG-aminoluciferin luminescence, 40 min; inhibition, % at 5 µM; 330,000 compounds, 1.5% hits; AID 434973;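 active = inhibition above about 50% at the single test dose, limit read from the data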;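 note: plate controls were DMSO with enzyme for no effect and no enzyme buffer wells for full effect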
HKDC1 inhibitor: HKDC1 (human) hexokinase inhibition. Q2TB90. recombinant HKDC1, G6PDH/diaphorase resazurin coupled fluorescence. inhibition, % at 20 µM. 340,000 compounds, 0.16% hits. AID 493160;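 active = inhibition above about 35% when tested at 20 µM, limit read from the data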;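 note: plate controls were DMSO wells with enzyme for no effect and DMSO wells lacking enzyme for full effect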
Target sequence (Q2TB90 whole entry, looked up): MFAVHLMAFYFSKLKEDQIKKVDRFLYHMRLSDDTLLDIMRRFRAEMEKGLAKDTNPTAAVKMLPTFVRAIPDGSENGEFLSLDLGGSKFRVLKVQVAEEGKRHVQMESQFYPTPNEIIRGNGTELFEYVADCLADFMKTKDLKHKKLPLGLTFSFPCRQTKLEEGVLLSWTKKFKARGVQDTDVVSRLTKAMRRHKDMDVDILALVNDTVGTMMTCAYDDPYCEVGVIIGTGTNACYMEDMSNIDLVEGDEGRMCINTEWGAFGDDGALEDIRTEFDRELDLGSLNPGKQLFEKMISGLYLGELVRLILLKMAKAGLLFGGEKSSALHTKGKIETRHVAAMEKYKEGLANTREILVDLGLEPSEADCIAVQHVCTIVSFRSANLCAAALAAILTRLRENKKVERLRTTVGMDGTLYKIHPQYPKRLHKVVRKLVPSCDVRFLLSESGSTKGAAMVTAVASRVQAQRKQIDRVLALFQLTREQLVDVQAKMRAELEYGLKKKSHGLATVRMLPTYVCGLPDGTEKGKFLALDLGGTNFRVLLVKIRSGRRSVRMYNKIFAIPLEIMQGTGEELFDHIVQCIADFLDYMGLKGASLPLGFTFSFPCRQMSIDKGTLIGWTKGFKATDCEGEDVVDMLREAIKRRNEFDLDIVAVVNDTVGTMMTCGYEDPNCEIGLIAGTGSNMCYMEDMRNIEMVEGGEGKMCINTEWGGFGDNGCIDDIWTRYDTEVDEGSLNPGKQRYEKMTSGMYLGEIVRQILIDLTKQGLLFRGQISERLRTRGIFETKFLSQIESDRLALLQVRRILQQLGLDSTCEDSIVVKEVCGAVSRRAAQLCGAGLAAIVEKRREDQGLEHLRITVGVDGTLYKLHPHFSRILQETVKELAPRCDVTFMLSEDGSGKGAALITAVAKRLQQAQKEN
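Assay system – recombinant HKDC1 (HK5) hexokinase enzyme, produced in-house · Input – HKDC1 at 5 µg/mL · Reagent – glucose plus 1 mM ATP as hexokinase substrates · Timing – 90 min reaction incubation at room temperature, dark · Measured by – G6PDH/diaphorase-coupled fluorescence, 1 mM NADP, 100 µM resazurin, 525/613 nm · Benchmarks – DMSO-enzyme wells negative, buffer-substituted wells positive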
SENP1 inh: inhibitors of human SENP1 SUMO protease catalytic domain; AID 624204; inhibition, % at 10 µM; 360,000 compounds, 0.21% hits; recombinant SENP1 catalytic domain, CyPet-SUMO1-YPet FRET cleavage; Q9P0U3;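 active = inhibition at least 30% at 10 µM, raw YFP signal under a set limit, fluorescence ratio 0.5 to 1.5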;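 note: 0% = enzyme with DMSO and 100% = no enzyme wells; some results filed as inactive read as strong as hits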
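Controls: no-enzyme wells low, DMSO-plus-enzyme wells high control. Test system: human recombinant His6-tagged SENP1 catalytic domain enzyme. Reagent: SFCypet-SUMO1-SFYpet FRET protein substrate, 25 nM final. Doses: one dose per compound, 10 µM, 0.5% DMSO. Detection: FRET, CFP and YFP emission. Timing: 50 min reaction at room temperature.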
UBC13 polyUb: human UBC13 polyubiquitination inhibition | 330,000 compounds, 0.47% hits | inhibition, % at 20 µM | UBC13 polyubiquitin chain formation, TR-FRET | AID 485273; in the data active = inhibition above about 45%, passing the limit was not always enough
Target sequence (P61088 whole entry, looked up): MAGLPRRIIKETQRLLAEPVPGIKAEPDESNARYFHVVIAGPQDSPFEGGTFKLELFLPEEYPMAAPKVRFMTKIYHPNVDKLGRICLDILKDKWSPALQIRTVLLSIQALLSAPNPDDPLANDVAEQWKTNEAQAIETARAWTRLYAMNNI
* hit, by the source's call; / = no result given.

SMILES	SENP8 block-1	PfG6PD inh	MIN6 prolif	SENP8 block-2	SENP6 inh	SENP7 block	HKDC1 inhibitor	SENP1 inh	UBC13 polyUb
N=C1C(c2ccccc2)=C(O)CN1c1cccc(O)c1	11.9	-16.1	-1.8	8.3	1.9	-3.1	-13.0	3.0	-8.8
CCC1CCCCN1C(=O)/C=C/c1ccc2c(c1)OCO2 (stereo not drawn)	-31.4	-14.3	-4.0	-2.4	-10.3	3.3	3.5	0.7	7.4
COC(=O)CCc1sc(NC2CCCCC2)nc1-c1ccc(OC)cc1	-244.5	38.9	0.0	-5.2	-18.0	-9.2	-3.9	-50.5	3.9
CCNc1nc(SCCOc2ccc(Br)cc2)nc(N(C)C)n1	18.6	16.2	-3.3	1.6	4.2	5.5	-4.4	-0.9	-10.5
CN(C1CCCCC1)S(=O)(=O)c1ccc(Cl)c(C(=O)O)c1	12.8	-38.0	2.4	-3.2	1.4	-1.2	-2.8	1.4	6.5
CC(C)C(=O)NC(NCC1CCCO1)C(Cl)(Cl)Cl (stereo not drawn)	20.1	-1.4	-0.8	-9.6	-27.0	-1.7	-9.1	-0.3	-0.9
CC(C)(C)n1ncc2c(=O)n(CC(=O)NC3CCCCC3)cnc21	10.2	10.3	-1.1	5.0	-9.1	1.8	-9.8	-0.9	1.1
O=C(NCCNC(=O)c1ccccn1)c1cccc(F)c1	3.9	-0.3	0.0	0.8	-6.9	-5.3	-9.2	3.5	7.5
Cc1cc(OCC(=O)OCC(=O)N2CC(C)CC(C)C2)ccc1Cl (stereo not drawn)	-1.0	16.1	2.5	1.4	-20.7	-7.3	-0.5	3.9	19.8
S=C(NCc1ccc(Cl)cc1)N1CCN(c2ccccn2)CC1	5.8	6.8	2.5	-0.7	-12.9	-1.3	-2.2	5.3	10.1
O=C(COC(=O)c1cccnc1Cl)Nc1ccccc1OC(F)F	10.6	3.0	-1.8	-10.3	-8.1	-12.2	-7.9	3.6	8.2
CCN1CCN(C(=O)c2cc3c(OC)c(OC)c(OC)cc3[nH]2)CC1	-13.8	-4.2	-3.7	-11.0	-10.3	-0.7	0.1	-0.3	-7.0
Nc1cc(C(=O)O)ccc1Sc1ccccc1C(=O)O	-9.7	49.2	-2.5	-11.3	-27.3	-4.6	-12.3	1.6	-5.5
CC(=O)c1sc2ccccc2c1OC(=O)c1ccco1	-76.0	0.0	-3.3	-6.3	15.3	1.4	10.1	-131.5	-3.8
Cc1cc(NC(=O)CCCS(=O)(=O)c2nc(-c3cccs3)cc(C(F)(F)F)n2)no1	-21.3	15.7	-6.6	-3.2	-10.7	-7.2	-2.5	-0.4	-10.4

A different layout for part of the listing above.
> COC(=O)CCc1sc(NC2CCCCC2)nc1-c1ccc(OC)cc1
- SENP8 block-1: -244.5
- PfG6PD inh: 38.9
- MIN6 prolif: 0.0
- SENP8 block-2: -5.2
- SENP6 inh: -18.0
- SENP7 block: -9.2
- HKDC1 inhibitor: -3.9
- SENP1 inh: -50.5
- UBC13 polyUb: 3.9

> CCNc1nc(SCCOc2ccc(Br)cc2)nc(N(C)C)n1
- SENP8 block-1: 18.6
- PfG6PD inh: 16.2
- MIN6 prolif: -3.3
- SENP8 block-2: 1.6
- SENP6 inh: 4.2
- SENP7 block: 5.5
- HKDC1 inhibitor: -4.4
- SENP1 inh: -0.9
- UBC13 polyUb: -10.5

The list continues:
SMILES	SENP8 block-1	PfG6PD inh	MIN6 prolif	SENP8 block-2	SENP6 inh	SENP7 block	HKDC1 inhibitor	SENP1 inh	UBC13 polyUb
Cc1ccc2ccccc2c1NC(=O)Cn1nnc(-c2cccnc2)n1	-0.2	-6.4	-1.1	-0.1	-19.7	15.4	-6.9	-1.8	-2.6
Cc1c(C(=O)OCc2ccc(F)cc2)sc2nc3n(c(=O)c12)CCC3	-81.8	-6.9	1.2	7.3	-2.5	0.6	-1.4	-1.1	6.0
NCCS(=O)(=O)O	6.5	-0.4	-1.8	-0.8	-12.2	-6.5	-5.8	-0.8	-13.3
COC(=O)CNc1nc(-c2cccnc2)nc2ccccc12	-64.4	10.9	0.0	-7.5	2.7	-8.0	-1.2	-5.2	-3.0
Cc1ccc(-c2nnc(Nc3ccc(CC(N)=O)cc3)c3ccccc23)cc1S(=O)(=O)NCCO	-96.2	-5.4	-2.0	5.6	-6.0	1.6	-2.1	-0.6	-4.3
COc1ccc(-c2nc(CS(=O)CC(=O)NCc3ccco3)c(C)o2)cc1OC (stereo not drawn)	-3.8	16.1	-2.8	4.5	0.4	9.3	-6.8	2.4	-11.0
CCOC(=O)C1CCN(C(=O)C2CCN(S(=O)(=O)N3CCC4(CC3)OCCO4)CC2)CC1	0.9	8.7	4.3	-5.1	-1.1	11.8	-2.9	2.3	8.6
CCOC(=O)N1CCN(C(=O)CCSc2ccc(Cl)cc2)CC1	5.9	-4.8	-3.6	-2.3	-15.8	-6.2	-0.5	0.6	-6.7
COc1ccc(N2CCN(C(c3ccccc3OC)c3nnnn3C3CCCC3)CC2)cc1 (stereo not drawn)	11.4	8.8	/	/	/	/	1.2	0.9	/
Cc1c(C)c2ccc(O)c(CN3CCN(C)CC3)c2oc1=O	-297.1	2.3	-1.6	-3.2	8.3	4.8	7.0	-154.9	17.3
Cc1cc(OC(C(=O)O)c2ccccc2)c2c(C)c(Cc3ccccc3)c(=O)oc2c1 (stereo not drawn)	-101.4	-26.3	-1.4	1.5	-15.4	2.3	0.1	1.6	24.5
COC1CCCN(Cc2nc(Cc3ccccc3F)no2)C1 (stereo not drawn)	4.7	8.9	-3.9	-11.0	-14.0	-3.8	-7.2	-0.8	-16.0
O=C(c1ccc(NS(=O)(=O)c2cccc(F)c2)cc1)N1CCCC1	1.2	-4.0	1.8	9.7	-6.6	-2.0	-3.6	0.6	-8.8
O=S(=O)(Nc1ccc(N2CCCCC2)cc1)c1ccc(F)c(F)c1	20.6	1.6	-3.4	-0.7	-4.8	2.0	5.8	0.5	4.6
C[C@H](CO)N1C[C@H](C)[C@@H](CN(C)C(=O)Nc2ccc(C(F)(F)F)cc2)Oc2ccc(NC(=O)Nc3ccc(C(F)(F)F)cc3)cc2C1=O	20.0	24.4	-5.6	-4.2	3.9	1.7	5.6	-1.9	-2.5
CCN(CC)C(=O)COc1ccc2c(-c3ccccc3)cc(=O)oc2c1	-28.0	-3.3	-1.9	14.0	-0.2	-4.6	1.1	-6.1	-5.7
Cn1c(N2CCOCC2)nc2c1c(=O)n(Cc1ccc(Cl)cc1)c(=O)n2C	15.9	7.4	-3.2	-3.2	-9.1	-5.6	2.8	-1.0	-14.4
CC(=O)C1C(c2ccc(F)cc2)NC(=O)NC1(O)C(F)(F)F (stereo not drawn)	16.8	-15.3	0.0	0.5	-13.8	-3.3	1.7	-2.7	-11.8
Cc1ccn2cc(CCNC(=O)Cc3cccs3)nc2c1	-60.5	0.5	-4.1	-6.4	-0.5	9.9	-2.9	-3.4	-3.5
COCCOc1ccc(C(F)(F)F)cc1NC(=O)c1ccccc1F	-6.3	-4.1	6.7*	-1.8	5.3	1.7	-12.0	-1.2	12.3
O=C(CCC(=O)N1CCN(c2ccccc2F)CC1)c1ccc(Cl)s1	3.2	-1.7	1.1	5.2	-1.9	-3.4	-2.0	-11.2	-2.4
COc1ccc(N2CC(C(=O)Nc3ccc(S(=O)(=O)N4CCCC4)cc3)CC2=O)cc1 (stereo not drawn)	27.8	5.1	8.2	3.0	-7.8	7.3	0.6	0.9	-0.5
C/C(=N/Nc1ccc([N+](=O)[O-])cc1)c1c[nH]c2ccccc12	28.5	14.8	-0.1	-9.9	13.0	12.8	5.7	-19.1	-172.6
Cc1ccc(S(=O)(=O)Nc2nc3ccc(N)cc3s2)cc1	0.7	-22.9	-3.3	5.6	4.2	8.5	7.5	4.5	-0.6
CCc1nnc(NS(=O)(=O)c2ccc(N3C(=O)C4CC=C(Cl)CC4C3=O)cc2)s1 (stereo not drawn)	-5.3	-28.9	0.9	1.1	11.4	-6.1	-6.4	-23.9	3.5
O=C1CN(S(=O)(=O)c2ccccc2Cl)CCN1	14.4	15.4	-5.5	-0.8	0.4	0.0	-2.4	0.9	-6.7
CC(C)N(Cc1ccccc1)C(=O)Cn1c(=O)cnc2ccccc21	-99.6	9.2	-0.8	5.2	10.4	3.1	-11.3	1.0	14.9
NC(=O)C1CCN(C(=S)NCc2ccc3c(c2)OCO3)CC1	18.9	-2.0	-3.6	-10.5	-3.5	-8.2	-10.2	0.5	-15.0
O=C(NC1(C(F)(F)F)N=C(c2ccccc2)NC1=O)c1ccccc1F (stereo not drawn)	7.6	5.4	-1.9	-0.8	-30.8	-1.4	-13.3	-1.0	4.4
CCOC(=O)CC(NC(=O)c1cc2cccc(OC)c2oc1=O)c1cccc([N+](=O)[O-])c1 (stereo not drawn)	-108.0	17.6	0.0	-11.3	-18.0	-13.1	18.7	-0.9	-7.7
Cc1noc(/C=C/N(C)C)c1S(=O)(=O)N1CCCC(C(=O)NCc2cccs2)C1 (stereo not drawn)	22.3	5.7	-4.7	-2.1	9.8	20.4	-4.6	-2.3	-10.0
OC(COc1ccc(Cl)cc1)CN1CCN(c2ccccn2)CC1 (stereo not drawn)	0.6	8.0	-1.7	-4.3	-5.3	-6.8	-2.3	0.7	-4.6
CC(=O)N(c1cccc(C)c1)S(=O)(=O)c1ccc(Cl)cc1	0.6	-8.5	-4.1	1.6	6.6	1.0	-10.9	1.3	1.7
O=C(c1ccc(F)cc1)N1C2CCC1CC(O)(c1ccccc1F)C2 (stereo not drawn)	18.9	-4.0	-1.3	2.0	-1.4	-5.2	0.2	0.9	2.5
Cc1ccc(Nc2nc(N)c([N+](=O)[O-])c(NCc3ccccc3)n2)cc1	28.6	10.9	-1.8	2.2	0.8	3.3	2.6	-2.6	7.3
O=S1(=O)N=C(N/N=C/c2cccs2)c2ccccc21	2.5	-18.7	1.0	14.1	9.0	-1.0	4.9	3.0	-23.1
O=C(Nc1cccnc1)c1ccc(NC(=O)c2ccco2)cc1	34.5	4.8	0.8	-14.1	-23.8	5.6	-4.7	-0.1	3.5
Cc1ccnc(NC(=O)CN2C(=O)c3ccccc3S2(=O)=O)c1	10.8	-4.9	2.2	-4.0	-2.3	-1.7	-4.4	1.3	3.0
O=[N+]([O-])c1ccc(O)c(C=NNc2ccc(S(=O)(=O)O)cc2)c1	16.8	-19.3	/	/	/	/	-0.9	8.9	/
Cc1ccc(OCc2ccc(C(=O)NNC(=S)NCC3CCCO3)o2)c([N+](=O)[O-])c1 (stereo not drawn)	3.9	-2.7	-3.8	-18.7	-2.6	-5.9	-0.3	2.5	-14.5
CCOc1ccc(CCNC(=O)COC(=O)/C=C/c2ccc(OCC#N)c(OC)c2)cc1OCC	1.1	-12.7	0.2	-17.1	-14.0	-1.7	-13.6	-0.4	-12.3
COC(C[C@H]1O[C@@H]1C(=O)[C@H](C)OCc1ccccc1)OC	2.9	-7.7	-0.6	8.8	8.2	-3.7	-5.4	0.1	3.0
O=C(COc1ccc2c3c(c(=O)oc2c1)CCCC3)N1CCN(c2ccccc2)CC1	-33.2	-9.7	-5.2	6.4	5.0	2.4	0.1	-1.2	1.3
C/C(=N/NC(=O)c1ccc(C)s1)c1cccnc1	2.9	-9.2	-4.0	-7.2	-2.3	-0.4	-2.6	2.2	0.0
